# HIV peptide binding: cell-free HIV fusion peptide-binding blockers – biochemical, uHTS, fluorescence dequenching, primary screen (AID 1986); actives 0.3% (n = 290,000); cell-free peptide binding, fluorescence dequenching, 30 min; higher % means a stronger effect; inhibition, % at 20 µM; hits with a dose series show IC50 in µM; in the data active = inhibition mostly above about 52%, no sharp cut-off; inactive = mostly below about 76%; also: some results filed as inactive read as strong as hits
# Dynein transport: dynein cargo transport inhibition; 3617.4 mouse cells, GR-EGFP nuclear translocation imaging; test concentration mostly 20 µM; stimulated with dexamethasone, 1 µM; stronger effect = lower value; z-score, hits read low; actives 0.47% (n = 220,000);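 active = plate z-score of nuclear minus cytoplasmic receptor signal below a set negative limit, without overly bright fluorescence or cell loss, cut at about -3.5 in these data, passing the limit was not always enough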;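 also: z-score of nuclear minus cytoplasmic ring GR-EGFP intensity difference per well; some compounds called inactive have numbers as strong as hits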
#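 Medium: Induction medium lacking tetracycline, stripped serum | Probe or stimulus: 1.0 µM final dexamethasone stimulus | Schedule: 48 h induction, then 1 h compound, then 30 min agonist, 37 °C | Signal: Automated 10x imaging of fixed Hoechst-stained cells | Evaluation: Per-cell GR-EGFP intensity, nucleus versus surrounding cytoplasmic ring, well-averaged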
# Autophagy mod: autophagy modulation, high-content screen; MEF GFP-LC3 puncta imaging; test concentration mostly 10 µM; calls only at 10 µM (by protocol); actives 0.98% (n = 190,000); AID 463193;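 active = percentage of spot-positive cells more than 3 SD above its plate mean, without a fluorescence outlier flag or 80% toxicity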;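 also: spot-positive cell cutoff set from DMSO-treated cells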
# MT stabilize HCS: microtubule stabilization, imaging screen; HeLa tubulin immunostaining HCS, 24 h; share of cells brighter than vehicle mean+2SD; % tubulin-high responders, % at 10 µM; actives 0.83% (n = 200,000);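 active = plate Z-score above 3 for both tubulin-high and condensed-nucleus cell shares, with cell loss under 80%, at 10 µM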;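 also: anti alpha tubulin signal scored within the nucleus-defined area of each cell; some results filed as inactive read as strong as hits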
# WT yeast gro inh: growth inhibition of WT yeast, mitochondrial fusion screen. mitochondrial fusion phenotypic screen, WT strain. inhibition, % at 10 µM. actives 2.1% (n = 190,000). AID 1362; in the data active = inhibition above about 58%; tested in S. cerevisiae
# AID2073: disruptors of CaV2.2 binding to Mint1 – biochemical, HTRF (AID 2073); HTRF protein-protein interaction, Mint1-CaV2.2; higher % means a stronger effect; inhibition, % at 20 µM, or IC50 in µM where a hit was titrated; actives 0.19% (n = 290,000); in the data active = inhibition mostly above about 51%, no sharp cut-off; also: some results filed as inactive read as strong as hits
# Yfh1-depleted yeast: enhancers of respiration in Yfh1-depleted yeast, dose response, Friedreich's ataxia, plus single-dose screen (AID 1465); S. cerevisiae Yfh1-off respiration, WST-1 reduction, 72 h; higher fold induction means a stronger effect; fold induction at 50 µM, or EC50 in µM where a hit was titrated; actives 0.074% (n = 220,000);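 active = fold induction of absorbance versus untreated yeast above a set limit, then at least 30% activation at any dose in follow-up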;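 also: activators that raise dye reduction in frataxin-depleted yeast; strong numbers were not always called active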
# Ins promoter up: MIN6 insulin promoter up-regulation; AID 1625; actives 0.3% (n = 190,000); MIN6 insulin promoter-GFP reporter, high-content imaging; stronger effect = higher value; z-score at 5 µM;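 active = z-score above 3 at 5 µM with at least 500 cells counted in the well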
# b-catenin transl: alters nuclear translocation of beta-catenin in HeLa cells | nuclear translocation activity, % at 5 µM | immunofluorescence imaging | actives 0.3% (n = 190,000);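 active = nuclear translocation activity above 50% at 5 µM, with a well cell count of 50 or more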;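 also: per-cell ratio of nuclear to cytoplasmic median beta-catenin stain intensity; plate controls were DMSO negative control for no effect and GSK-3 inhibitor IX positive control for full effect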
#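 assay system = human HeLa cells, endogenous beta-catenin | times = compound treatment 24 h, 37°C, 5% CO2 | detection = Anti-beta-catenin immunofluorescence on PFA-fixed, Triton-permeabilized cells, DAPI nuclei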
# WT yeast gro inh mutant strain: also measured in WT yeast gro inh; calls as there; inhibition, %; mitochondrial fusion phenotypic screen, mutant strain inhibition
# Dynein transport cytoplasmic EGFP: also measured in Dynein transport; calls as there; z-score; measured here: cytoplasmic GR-EGFP intensity; stronger effect = higher value
# Dynein transport nuclear GR-EGFP: recorded beside Dynein transport, whose call it bears; z-score; measured here: nuclear GR-EGFP intensity;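 lower value marks the stronger effect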
# Dynein transport cell count: second read-out of Dynein transport, no call of its own (marks repeat the call); z-score; measured here: cell count per field
# Ins promoter up cell count: recorded beside Ins promoter up, whose call it bears; cell count; measured here: cytotoxicity, nuclei count;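 total cells summed across four imaged fields per well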
# b-catenin transl cell count 5 µM: also measured in b-catenin transl; calls as there; cell count; measured here: cell count, cytotoxicity flag
# MT stabilize HCS Hoechst-high %: also measured in MT stabilize HCS; calls as there; % Hoechst-high responders; measured here: nuclear condensation Hoechst responders;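 share of cells brighter than vehicle mean plus two SD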
# MT stabilize HCS cytotoxicity %: further read-out of MT stabilize HCS, marked with its call; toxicity, %; measured here: cytotoxicity by cell density;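 0% = mean cell density of plate MIN control wells and 100% = no cells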
# Autophagy mod cell loss 18 h: also measured in Autophagy mod; calls as there; toxicity, %; measured here: cell loss, nuclei count;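 cell loss after 18 h compound exposure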
# * = called active by the depositor; i = inactive; . = not tested or not shown.
SMILES,HIV peptide binding,Dynein transport,Dynein transport cytoplasmic EGFP,Dynein transport nuclear GR-EGFP,Dynein transport cell count,Autophagy mod,Autophagy mod cell loss 18 h,MT stabilize HCS,MT stabilize HCS Hoechst-high %,MT stabilize HCS cytotoxicity %,WT yeast gro inh,WT yeast gro inh mutant strain,AID2073,Yfh1-depleted yeast,Ins promoter up,Ins promoter up cell count,b-catenin transl,b-catenin transl cell count 5 µM
OC(COCC1COc2ccccc2O1)CN1CCCCC1 (stereo not drawn),2.3%,0.9,-0.062,0.8,-1.2,i,11,9.0,1.9,2.3,16,-1,6%,i,-0.18,1564,-2.3,1157
Cc1cc(C)c(S(=O)(=O)NCc2cn3c(C)csc3n2)c(C)c1,6.3%,0.065,-0.22,0.14,1,i,-6,1.6,1.3,5.0,6,10,-3%,i,-0.23,1364,1.6,1411
Cc1oc2c(CN3CCCC3)c(O)ccc2c(=O)c1-c1ccc(Cl)cc1,-1.7%,-0.16,-0.28,-0.48,0.5,i,19,3.3,2.6,9.2,0,3,20%,.,-0.75,1290,-1.5,877
Cc1ccc(C2=NNC(=O)C(c3ccc(Cl)cc3)C2)cc1 (stereo not drawn),0.4%,1.3,-0.15,0.55,-0.55,i,7,1.6,1.8,5.8,25,23,-3%,i,-0.72,867,-0.8,1172
CCOC(=O)C(C)Sc1nc2ccccc2c(=O)n1CC (stereo not drawn),-0.8%,-1.5,-0.27,-0.93,0.52,i,1,3.5,1.9,0.9,-2,7,-6%,i,.,.,-1.0,1060
CNC(=O)c1nnn(-c2ccccc2)c1C(=O)NC,1.0%,1.2,-0.034,1.3,-2.3,i,12,6.3,3.5,8.3,-7,-13,-1%,i,-0.27,1324,1.4,1147
COc1cc(C2NC(=O)NC(C)=C2C(=O)OC(C)(C)C)ccc1OCC(N)=O (stereo not drawn),-1.8%,0.92,-0.17,0.43,-0.74,i,18,1.5,2.1,5.6,3,16,-3%,i,-0.45,1263,-2.4,1212
Cc1c(Cl)c(-c2n[nH]c(=S)n2CC(C)C)nn1C,1.3%,-0.17,-0.29,0.51,0.84,i,-65,2.5,1.7,8.7,-5,-8,-7%,i,0.06,1064,-0.2,546
O=C(CSc1nnc(Cc2ccccc2)n1-c1ccccc1)NNC(=O)Cc1ccccc1,0.2%,0.99,-0.22,0.24,-0.47,i,19,2.8,0.7,8.3,-3,-8,-6%,i,-0.07,1795,-3.1,1141
COc1ccc(C(CC(=O)NCCN2CCOCC2)NS(=O)(=O)c2ccc(C)cc2)cc1 (stereo not drawn),-0.3%,-0.46,-0.37,-0.22,-0.066,i,-11,2.4,2.0,8.1,-10,2,-4%,i,-0.85,891,.,.
Cc1ccc(-c2nnc3n2CCCCC3)cc1,0.5%,-0.022,-0.13,0.089,0.23,i,-16,1.5,1.0,4.7,74*,69*,0%,i,0.89,1267,-1.6,1201
CN(C(=O)c1cccc(C#N)c1)c1nnc(C2CCOC2)s1 (stereo not drawn),1.5%,0.15,0.86,0.93,-0.53,i,13,5.6,3.0,11,10,-11,1%,i,0.22,1250,-0.6,1139
Cc1cccc(C)c1NC(=O)C[N+](C)(C)CC(O)COc1cccc2ccccc12 (stereo not drawn),-1.0%,0.032,-0.34,-0.57,0.7,i,5,3.1,1.6,8.5,9,1,-11%,i,0.22,1467,0.0,1572
CCOC(=O)CSc1nnc(CNC(=O)c2cccs2)n1-c1cccc(C)c1,3.5%,3.2,0.0048,2,-2.7,i,-4,2.8,1.4,10,-16,-13,-3%,i,-0.1,1668,-2.2,995
CN(C(=O)CCc1nnc(Cc2ccc(-c3ccccc3)cc2)o1)C1CCOCC1,0.8%,-0.62,-0.31,-0.27,1.2,i,0,2.1,2.0,6.7,-2,-11,1%,i,-0.57,1424,1.4,1491
CC(=O)NS(=O)(=O)c1ccc(NC(=S)NC(=O)C(C)(C)C)cc1,4.7%,0.34,-0.22,-0.057,0.38,i,14,0.8,1.4,6.2,-3,-24,1%,i,1,1243,-1.9,1323
COc1ccc(NC(=O)N(Cc2cc3ccc(OC)cc3[nH]c2=O)CC2CCCO2)cc1 (stereo not drawn),-1.3%,-0.37,-0.34,-0.67,0.59,i,33,13*,26*,36*,-4,-10,-6%,i,0,1472,0.8,1410
CCN(CC)C(c1ccc(F)cc1)c1nnnn1CC1CCCO1 (stereo not drawn),1.5%,0.21,-0.26,0.054,0.35,i,8,2.5,3.3,6.1,6,-21,-6%,i,-0.29,926,-2.5,1159
c1ccc(-c2cnc(-c3cccnc3)o2)cc1,-1.2%,-0.36,-0.23,-0.026,0.68,i,-8,6.8,1.5,12,8,3,12%,i,-0.07,1104,0.4,1101
COc1ccc(-c2cc(=O)c3ccccc3o2)cc1,-0.7%,-0.86,-0.74,-0.19,-0.29,.,.,.,.,.,.,.,18%,i,-0.06,1060,0.8,1157
Cc1ccnn1CC(=O)N/N=C/c1ccc2c(c1)OCO2,-0.9%,-0.32,-0.26,-0.081,1.2,i,-18,3.0,1.7,7.4,-4,-5,0%,i,-0.02,1295,0.3,908
Cc1cc(C)n2nc(SCC3COc4ccccc4O3)nc2n1 (stereo not drawn),-2.2%,0.57,-0.23,0.41,-0.11,i,-6,2.5,2.1,8.0,2,-3,-4%,i,0.2,1274,-1.9,857
COCCCn1c2nc3ccccc3nc2c2c(=O)n(Cc3ccccc3Cl)cnc21,5.8%,.,.,.,.,.,.,.,.,.,.,.,8%,i,-1.8,1151,-2.4,1117
CC(=O)/C(=C\N(C)C)Sc1ccc(Cl)cc1,-0.2%,1.1,-0.23,0.51,0.39,.,.,.,.,.,.,.,-9%,i,0.16,1464,-4.6,1132
COc1cccc(C(=O)NC(=O)Nc2cc(C)[nH]n2)c1,1.1%,-0.86,-0.11,0.3,0.7,.,.,.,.,.,.,.,13%,i,-0.93,1021,-0.6,1313
Cc1cccc(C)c1NC(=O)COC(=O)c1ccc2[nH]c3c(c2c1)CCCC3,-2.0%,2.3,-0.18,0.8,-0.82,i,-14,2.3,1.8,2.1,-1,2,10%,i,.,.,0.5,1514
COc1ccc(CN2CCN(CCc3ccccc3)C(CCO)C2)cc1Cn1cncn1 (stereo not drawn),-1.0%,0.53,0.23,0.68,-0.76,i,4,2.4,1.3,6.2,3,9,4%,i,.,.,-1.2,1071
OCCNCc1cc(Br)ccc1OCc1ccc(Cl)cc1Cl,1.8%,.,.,.,.,i,2,2.9,0.8,7.2,58*,33*,-3%,i,-1.5,511,2.8,958
COc1ccc(S(=O)(=O)N(C)CC(=O)N2CCC(C(N)=O)CC2)cc1,2.7%,0.052,0.29,0.39,0.24,i,1,2.8,0.3,22,0,3,-1%,i,-0.5,1204,-1.6,1026
CCN(CC)S(=O)(=O)c1ccc2oc(C(=O)N3CCCCCC3)c(C)c2c1,1.4%,-0.81,-0.28,0.25,0.69,i,11,3.0,2.1,6.8,-7,4,2%,i,-1.4,984,-0.4,898
CC(C)(C)C(=O)Nc1ccc2oc(-c3cc(F)c(F)cc3Cl)nc2c1,-1.5%,-0.79,-0.13,-0.17,0.95,i,-2,2.2,3.2,9.8,13,-97,14%,i,-0.15,857,4.5,1186
CC(C)N1C(=S)SC(C)(C)C1n1oc(=O)n(-c2cccc(Cl)c2)c1=O (stereo not drawn),0.7%,-0.35,-0.26,-0.11,0.68,i,-30,1.7,0.9,0.2,8,8,-10%,i,0.89,1348,0.7,1085
O=C(Nc1ccc(Br)cc1)C1CC=CCC1C(=O)OCC1CCCO1 (stereo not drawn),0.4%,0.39,0.45,0.69,-1,i,-4,1.3,1.2,9.1,-5,-4,-2%,i,-0.15,1050,.,.
CN(C)CCNCc1ccc(OC2CCCC2)cc1,-1.5%,-1.7,0.19,-0.59,0.91,i,-3,1.5,2.0,6.6,-20,-15,-6%,i,1.4,913,.,.
COC(=O)C1(CO)NC(c2cccs2)C2C(=O)N(c3ccccc3)C(=O)C21 (stereo not drawn),-0.6%,0.41,-0.21,0.37,-0.47,i,8,1.8,2.2,9.4,8,-5,-1%,i,.,.,.,.
O=S(=O)(c1cccc(-n2cnnn2)c1)N1CCOCC1,0.1%,-0.23,-0.023,0.51,-0.5,i,5,4.1,3.1,8.0,4,-4,0%,i,0.11,1020,1.5,1109
Cc1ccccc1C(=O)N1CCC(C(=O)O)CC1,-2.3%,0.27,-0.15,0.22,-0.81,i,-2,0.9,0.9,7.4,-7,10,-1%,i,0.3,931,-2.2,1221
O=C(NC1CC2CCCC(C1)N2C(=O)N1CCCCC1)C1CCCCC1 (stereo not drawn),0.1%,-0.56,0.16,-0.27,0.54,i,-2,1.1,1.4,5.8,-2,-4,-2%,i,-0.84,1308,-1.2,1154

# Source: PubChem
